Bioassay records (PubChem BioAssay)
OXTR potentiator = potentiates the human oxytocin receptor response | P30559 | CHO-OTR cells, Fluo-8 calcium fluorescence, potentiator mode; 0% = oxytocin EC15, 100% = EC100 | activation, % at 3 µM | 320,000 compounds, 0.061% hits | AID 2445;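 active = activation above that plate's cutoff, the mean activation of tested compounds plus 3 SD, cut at about 6.6% in these data, passing the limit was not always enough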;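 note: 100% uses oxytocin at 75 nM as the full agonist control; some results filed as inactive read as strong as hits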
Target sequence (P30559 whole entry, looked up): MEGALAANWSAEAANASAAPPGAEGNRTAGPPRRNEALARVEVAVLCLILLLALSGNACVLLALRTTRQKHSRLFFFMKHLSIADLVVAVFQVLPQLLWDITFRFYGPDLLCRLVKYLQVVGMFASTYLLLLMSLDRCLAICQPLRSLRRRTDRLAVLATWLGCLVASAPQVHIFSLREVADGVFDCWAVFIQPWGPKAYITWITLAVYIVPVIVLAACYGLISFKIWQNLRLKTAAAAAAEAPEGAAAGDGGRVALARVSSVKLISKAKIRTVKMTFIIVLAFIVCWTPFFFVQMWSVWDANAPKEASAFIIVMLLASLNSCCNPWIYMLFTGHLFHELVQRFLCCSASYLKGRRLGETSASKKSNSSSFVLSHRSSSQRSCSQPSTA
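Assay system: CHO cell line stably expressing human OTR | Also added: Oxytocin at about EC15, sub-maximal agonist stimulus | Times: Compound 6 min at room temperature before oxytocin, 100 s read | Measured by: Fluo-8 intracellular calcium fluorescence, ex 470-495, em 515-575 nm | Controls: EC15 oxytocin alone as 0%, 75 nM oxytocin as 100%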
CHO-K1 Ca PAM = nonselective activator or artifact in parental CHO-K1 calcium assay; ATP EC20, Fluo-8 calcium fluorescence; 0% at ATP EC20, 100% at ATP max; activation, % at 3 µM; 360,000 compounds, 0.02% hits;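 active = activation above the run cutoff, the mean activation of all test compounds plus 3 SD, cut at about 40% in these data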;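 note: peak over basal fluorescence ratio in a 140 s read after ATP addition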
CHRM1 antagonist = human CHRM1 antagonism | P11229 | CHO-K1 hM1, Fluo-8 calcium fluorescence, ACh EC80 antagonist | inhibition, % at 3 µM | 360,000 compounds, 1.3% hits;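 active = percent inhibition above its own plate's cutoff, namely the mean of that plate's compound wells plus 3 SD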;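 note: peak over basal fluorescence ratio during 140 s after agonist addition; 0% = ACh EC80 plus DMSO and 100% = DMSO alone without agonist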
M1 ag = activates human CHRM1 receptor | P11229 | CHO-K1 hM1, Fluo-8 calcium fluorescence, agonist mode; 0% DMSO, 100% acetylcholine EC100 | activation, % at 3 µM | 360,000 compounds, 0.33% hits | AID 588814;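 active = activation above the run's mean compound activation plus 3 SD, cut at about 16% in these data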;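 note: peak over basal fluorescence ratio within a 140 s kinetic read after compound addition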
CHO parental Ca = signal in parental CHO cells, OX1R antagonist counter-screen. inhibition, % at 5.6 µM. 330,000 compounds, 0.63% hits. parental CHO-K1, ATP-induced calcium, Fluo-8 fluorescence;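 active = inhibition above that plate's mean sample inhibition plus 3 SD, cut at about 26% in these data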;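 note: 0% = ATP-challenged DMSO wells and 100% = DMSO wells without ATP; some compounds past the cut are filed as inactive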
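material = parental CHO cells | also added = ATP as calcium-mobilizing challenge | dosing = single point at 5.6 µM | detection = intracellular calcium via Fluo-8 no-wash fluorescent dye | read-out = % inhibition | benchmarks = low control ATP plus DMSO, high control DMSO only | repeats = one well per compound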
TAAR1 ag = agonists of human TAAR1; CHO RD-HGA16 TAAR1, Fluo-8 calcium fluorescence; vehicle wells 0%, saturating PEA agonist 100%; activation, % at 3 µM; 360,000 compounds, 0.99% hits;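 active = activation above the mean activation of all test compounds in the run plus 3 SD, cut at about 38% in these data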
Target sequence (Q96RJ0 whole entry, looked up): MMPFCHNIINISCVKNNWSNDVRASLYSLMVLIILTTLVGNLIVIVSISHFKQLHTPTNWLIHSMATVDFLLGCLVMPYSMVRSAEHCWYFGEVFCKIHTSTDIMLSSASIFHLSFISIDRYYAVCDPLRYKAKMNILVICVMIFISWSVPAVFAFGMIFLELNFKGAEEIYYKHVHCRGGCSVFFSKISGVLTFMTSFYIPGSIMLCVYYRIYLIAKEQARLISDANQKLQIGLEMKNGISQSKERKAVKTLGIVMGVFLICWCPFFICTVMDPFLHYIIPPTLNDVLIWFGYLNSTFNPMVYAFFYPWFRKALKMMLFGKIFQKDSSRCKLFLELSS
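Test system: RD-HGA16 (CHO) cells co-expressing Gα16 and hTAAR1; dosing: one-point dosing at 3 µM (nominal); timing: 17-24 h seeding, 75 min 37 °C dye, 30 min RT; signal: kinetic Fluo-8 calcium fluorescence; read-out basis: % activation relative to PEA EC100 response; controls: DMSO and PEA EC100; replicates: n 1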
TAAR1 antag = human TAAR1 antagonism. Q96RJ0. CHO RD-HGA16 TAAR1, Fluo-8 calcium fluorescence, antagonist. inhibition, % at 3 µM. 360,000 compounds, 1.5% hits. AID 624466;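 active = inhibition above a per-plate cutoff, the mean inhibition of test compounds on that plate plus 3 SD, cut at about 49% in these data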;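 note: 0% = DMSO plus EC80 beta-PEA response and 100% = DMSO alone without agonist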
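test system = CHO RD-HGA16 cells bearing hTAAR1 | replication = singlicate | controls = DMSO-only wells and EC80 β-PEA-stimulated wells | reagent = EC80 β-phenethylamine stimulus | read-out basis = percent inhibition of PEA-evoked calcium signal, max/basal emission ratio | schedule = seeding 17-24 h prior, 75-min 37 °C, 30-min RT dye loading | signal = kinetic Fluo-8 calcium fluorescence measurement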
M1 ag parental = nonselective activator or artifact in parental CHO-K1 cells. activation, % at 3 µM. 360,000 compounds, 0.48% hits. Fluo-8 calcium fluorescence; scaled to maximal ATP response, vehicle zero; in the data active = activation above about 15%;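 note: untransfected CHO-K1 host cells lacking M1 receptor as counterscreen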
CHO-K1 Ca antag = nonselective inhibitor or artifact in parental CHO-K1 cells; ATP-induced calcium, Fluo-8 fluorescence; inhibition, % at 3 µM; 360,000 compounds, 0.6% hits;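 active = inhibition above a per-plate cutoff, the plate's mean sample inhibition plus 3 SD, cut at about 24% in these data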;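 note: 0% = DMSO plus EC80 ATP and 100% = DMSO alone without ATP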
* hit, by the source's call; x = not tested or not shown. An unsorted share of the library. Share with any hit: about 4.2%.

1	Cc1nnc(NC(=O)CCC(=O)NCc2cccs2)s1
2	Cc1ccc(-c2onc(C)c2C)cc1S(=O)(=O)N1CC(C)Oc2ccccc21 (stereo not drawn)
3	Cc1csc(-c2cccnc2)n1
4	CCOc1cc(/C=N/NC(=O)c2ccncc2)ccc1OC(=O)c1ccccc1
5	O=c1[nH][nH]c2c1[C@H](c1ccc(Cl)cc1)O[C@H](C1CCCCC1)C2
6	CSc1nc(-c2ccc(C)cc2)nc(N)c1C#N
7	CN(CCCn1c(=S)[nH]c2ncccc2c1=O)Cc1ccccc1
8	COc1ccccc1C(=O)NCc1ccncc1

assay / entry	1	2	3	4	5	6	7	8
OXTR potentiator	-9	-8	-2	-7	x	-13	-3	4
CHO-K1 Ca PAM	-5	8	-5	5	22	4	18	20
CHRM1 antagonist	7	8	-1	-7	x	12	5	-10
M1 ag	-4	-3	-3	2	x	-3	-6	-6
CHO parental Ca	-6	-7	-8	-14	x	-4	-3	-1
TAAR1 ag	2	3	4	3	4	13	14	6
TAAR1 antag	3	31	3	28	1	-4	-1	18
M1 ag parental	0.0	0.5	0.3	4.3	0.5	3.5	0.6	0.5
CHO-K1 Ca antag	-3	-9	-4	-5	-17	5	-8	-14

9	C#CC(CCN1CCCCC1)(OC)c1ccccc1 (stereo not drawn)
10	O=C(CN1CCOCC1)Nc1c2c(nc3c1CCC3)CCC2
11	CC(C)(C)OC(=O)N1CCN(C(=O)c2[nH]cnc2C(=O)NCC(=O)OCc2ccccc2)CC1
12	COCCNC(=O)CN(C(=O)c1ccc(N2CCCC2)nc1)c1ccc(F)c(Cl)c1
13	CC(C)C[C@@H](CN1CCC[C@@H]1CN1C(=O)C(=O)NC[C@@H]1Cc1ccc(O)cc1)N1C[C@H](Cc2ccc(O)cc2)N(CC2CCCCCC2)C(=O)C1=O
14	CN(C)c1ccc(C#Cc2ccc3cc(CCO)oc(=O)c3c2)cc1
15	Cc1c(Cl)cccc1NC(=S)Nn1cnnc1
16	O=C(CCNC(=O)Cn1ccc2ccccc2c1=O)NCCCN1CCOCC1

assay / entry	9	10	11	12	13	14	15	16
OXTR potentiator	x	-4	-3	x	x	-6	-15	0
CHO-K1 Ca PAM	12	8	17	17	0	12	-14	-4
CHRM1 antagonist	94*	-33	3	-21	x	-3	-10	-4
M1 ag	-10	-3	-1	1	x	-3	1	-4
CHO parental Ca	x	7	-6	x	x	-7	9	-3
TAAR1 ag	3	2	17	3	0	x	4	1
TAAR1 antag	-5	-20	36	4	-17	x	-17	-9
M1 ag parental	0.5	0.2	3.8	0.8	0.5	-0.1	0.0	11
CHO-K1 Ca antag	-6	-3	-21	-10	2	-16	7	10

17	Cc1cc(C)c(C)c(S(=O)(=O)N2CCC(C(=O)NC3=NCCS3)CC2)c1C
18	COc1cccc(-c2cc(C(=O)N3CCN(C(=O)c4ccco4)CC3)[nH]n2)c1
19	CCCCCn1c(C(C)NC(=O)CCC)nc2ccccc21 (stereo not drawn)
20	COc1ccc(-n2nc(C(=O)NCC(=O)N3CCN(c4ccc(F)cc4)CC3)c3ccccc3c2=O)c(OC)c1
21	CC1=C(C(=O)OC(C)C)C(c2ccco2)NC(=O)N1 (stereo not drawn)
22	O=C(CC1(O)C(=O)Nc2ccc(Br)cc21)c1ccc2c(c1)OCO2 (stereo not drawn)
23	Cc1ccc(S(=O)(=O)N(C)CC(=O)NCCCn2nc(C)cc2C)cc1
24	CN(Cc1ccccc1)C(=O)CSc1cc(=O)n(C)c2ccccc12

assay / entry	17	18	19	20	21	22	23	24
OXTR potentiator	-6	0	0	-7	2	-6	-11	-1
CHO-K1 Ca PAM	11	3	6	-1	12	17	27	21
CHRM1 antagonist	6	-19	-7	-5	-5	-1	-9	1
M1 ag	0	1	-4	-6	-1	-5	-7	-10
CHO parental Ca	-14	-24	-16	-23	-4	16	-27	-5
TAAR1 ag	-1	2	-2	-2	-1	5	6	3
TAAR1 antag	14	-8	-14	-3	-4	2	-7	2
M1 ag parental	0.1	1.4	-0.1	-0.4	-0.3	1.4	0.7	3.4
CHO-K1 Ca antag	8	-11	-10	-11	-12	-8	-4	5

The final three entries of the section above lead into the next:
22	O=C(CC1(O)C(=O)Nc2ccc(Br)cc21)c1ccc2c(c1)OCO2 (stereo not drawn)
23	Cc1ccc(S(=O)(=O)N(C)CC(=O)NCCCn2nc(C)cc2C)cc1
24	CN(Cc1ccccc1)C(=O)CSc1cc(=O)n(C)c2ccccc12
25	COCCOc1ccc(C(F)(F)F)cc1NC(=O)c1ccc(C)cc1
26	CCCC1=NN2C(=N)/C(=C\c3cc(C)n(Cc4ccccc4)c3C)C(=O)N=C2S1
27	Cc1ccc(N2CCN(C(=O)Nc3cccc([N+](=O)[O-])c3)CC2C)cc1 (stereo not drawn)
28	COc1ccc(C2=NOC(C(=O)NCCCn3ccnc3)C2)cc1 (stereo not drawn)
29	Cc1ccc(C(=O)N2NC(c3ccccc3F)C3C(=O)N(c4cccc(C)c4)C(=O)C32)cc1 (stereo not drawn)
30	Cc1ccccc1NC(=O)c1nnn(-c2ccc3c(c2)OCCO3)c1N
31	O=C(Nc1nc2c(s1)CCc1ccccc1-2)c1ccco1
32	COc1cccc2sc(N3CCN(C(=O)C4COc5ccccc5O4)CC3)nc12 (stereo not drawn)

assay / entry	22	23	24	25	26	27	28	29	30	31	32
OXTR potentiator	-6	-11	-1	5	-18	-12	-17	-5	-16	-1	-6
CHO-K1 Ca PAM	17	27	21	-10	-17	-17	-4	0	10	1	-4
CHRM1 antagonist	-1	-9	1	7	78*	12	2	-9	-14	0	-11
M1 ag	-5	-7	-10	-6	59*	0	-2	2	-4	-4	2
CHO parental Ca	16	-27	-5	39*	86*	-6	6	-21	9	-15	-31
TAAR1 ag	5	6	3	12	117*	8	1	3	4	2	9
TAAR1 antag	2	-7	2	7	101*	14	-9	2	-6	3	8
M1 ag parental	1.4	0.7	3.4	-0.3	27*	5.0	0.1	0.7	10	0.2	1.7
CHO-K1 Ca antag	-8	-4	5	13	-5	6	13	2	-9	2	0

33	COc1nc(-c2ccccc2)c2c(c1C#N)CC(C)(C)OC2
34	O=C(NCCO)C(=O)c1c(-c2ccc(Cl)cc2)cc2ccccn12
35	CCc1nnc(NC(=O)c2ccc(C)o2)s1
36	CCOc1ccc(NS(=O)(=O)c2cc(C(=O)N3CC(C)OC(C)C3)ccc2C)cc1 (stereo not drawn)
37	CC(C)(C)OC(=O)N(CCc1ccccc1)Cc1cccc(OCc2cccc(NC(=O)c3ccccc3)c2)c1
38	COc1ccc(O)c(C(=O)CC(=O)c2ccc(F)cc2)c1
39	CCCN1CCN(CCCNC(=O)Cn2cc3c(n2)CCCC3)CC1
40	CCN(C[C@H]1N[C@@](Cc2ccccc2)(C(=O)OC)[C@H]2C(=O)N(Cc3ccccc3)C(=O)[C@@H]12)S(=O)(=O)c1ccc(C)cc1

assay / entry	33	34	35	36	37	38	39	40
OXTR potentiator	-1	-2	-3	-7	x	-18	-3	-6
CHO-K1 Ca PAM	-6	8	-17	10	-5	14	18	-1
CHRM1 antagonist	1	-6	-9	-13	-10	-13	-8	-3
M1 ag	-4	-6	-1	-3	-1	-2	-7	-1
CHO parental Ca	-9	-11	-3	-28	x	-26	-6	-12
TAAR1 ag	1	2	1	-2	2	22	1	5
TAAR1 antag	-4	-11	-23	-16	-5	19	-33	46
M1 ag parental	-0.5	0.4	0.3	0.5	1.1	0.8	0.8	0.0
CHO-K1 Ca antag	21	-5	-7	-8	-3	-8	-4	-3

41	CN(CC(=O)Nc1ccc(Cl)c(Cl)c1)C(=O)c1cccc2cccnc12
42	CSc1c(CC(=O)Nc2ccccc2)n(Cc2ccccc2)c2ccccc12
43	COc1ccc(-c2cc3c(c4c2ccn4C)C2CCC3O2)cn1 (stereo not drawn)
44	CCOC(=O)C1CCN(C(=O)c2cccc(S(=O)(=O)N3CCc4ccccc43)c2)CC1
45	CCN(CC)CC#CC(C)(C)OC(C)=O
46	CCOc1ccc(C(=O)NCC2CCN(CC3CCCCC3)CC2)cc1
47	CC(C)c1ccc(NC(=O)c2ccc3c(c2)CCN3S(C)(=O)=O)cc1
48	COc1ccc(C(=O)c2c(C)c(CCC#N)n3ccccc23)c(OC)c1

assay / entry	41	42	43	44	45	46	47	48
OXTR potentiator	-8	-9	x	-3	-1	x	-16	1
CHO-K1 Ca PAM	0	9	17	-7	17	-11	-6	9
CHRM1 antagonist	1	6	-1	6	4	-4	17	0
M1 ag	0	-8	-9	-4	-13	-10	-8	-4
CHO parental Ca	-19	-13	x	-27	-7	x	0	-24
TAAR1 ag	27	2	1	3	9	0	18	7
TAAR1 antag	39	-12	-16	-9	5	-11	-3	0
M1 ag parental	9.9	0.7	-0.9	5.6	0.5	-1.0	8.1	0.6
CHO-K1 Ca antag	-12	1	-1	5	-14	-4	10	-8

49	CCc1ccc(CN2CCC(n3nccc3NC(=O)Cc3ccccc3)CC2)o1
50	CC(C)(C)C(=O)NN=C1CCC(c2ccccc2)CC1 (stereo not drawn)
51	CCOc1ccc(S(=O)(=O)Nc2cccc(C(=O)N(C)CC(=O)Nc3ccc(OC)cc3)c2)cc1
52	CC(C)c1cccc(C(C)C)c1OC(=O)NC(=O)c1c(F)cccc1F
53	NC1=NC(=O)/C(=C/c2cn(Cc3ccccc3)c3ccccc23)S1
54	COC(=O)C1=CN(c2ccc(OC)cc2)C=C(C(=O)OC)C1c1cccc(F)c1

assay / entry	49	50	51	52	53	54
OXTR potentiator	x	x	x	-6	-13	-3
CHO-K1 Ca PAM	1	-2	-3	-11	-12	9
CHRM1 antagonist	0	-4	2	8	3	0
M1 ag	-3	-1	-1	-3	1	-3
CHO parental Ca	x	x	x	-24	-20	-13
TAAR1 ag	2	0	9	0	4	0
TAAR1 antag	-19	-7	-2	10	-14	6
M1 ag parental	1.6	0.3	0.9	-0.9	-0.2	0.6
CHO-K1 Ca antag	-9	5	-8	-4	15	-5

3 compounds from above, limited to M1 ag parental.
entry	Structure	M1 ag parental
53	NC1=NC(=O)/C(=C/c2cn(Cc3ccccc3)c3ccccc23)S1	-0.2
52	CC(C)c1cccc(C(C)C)c1OC(=O)NC(=O)c1c(F)cccc1F	-0.9
49	CCc1ccc(CN2CCC(n3nccc3NC(=O)Cc3ccccc3)CC2)o1	1.6
